Screening results: PubChem BioAssay, several laboratories
RAM network inh = inhibitors of the yeast RAM network | S. cerevisiae dse1pr::URA3 reporter, 5-FOA growth OD615, 2 d; analog-sensitive cbk1-as2 kinase mutant strain | inhibition, % at 50 µM | 1.8% of 190,000 active | AID 868;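 active = inhibition above a set limit, 3 SD over mean compound inhibition, cut at about 8.4% in these data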;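 note: 0% = DMSO-only wells with no growth and 100% = 10 µM 1-NA-PP1 full growth; inhibition rescues growth on 5-FOA so higher OD means more RAM inhibition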
STAT3 blocker = reduces IL-6 driven STAT3 reporter signal. inhibition, % at 5.5 µM. U3A cells, IL-6 STAT3-luciferase reporter, luminescence; host cell line lacks STAT1. 0.89% of 190,000 active;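 active = inhibition above the mean inhibition across all screened compounds plus 3 SD, cut at about 44% in these data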;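 note: 0% = DMSO only wells and 100% = 100 µM nifuroxazide control wells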
NF-kB neuron act = compounds increasing NF-kB expression in human neuronal cells; 1.6% of 190,000 active; fold change at 12.5 µM; NF-kB reporter expression; hits give high values; in the data active = fold change above about 3.3
STAT1 activator = activators of IFN-gamma induced STAT1 signaling; NIH 3T3 STAT1-luciferase reporter, luminescence; 100% = IFN-gamma alone, no compound; activation (% of control), % at 5.5 µM; 2.6% of 200,000 active; AID 932;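 active = activation above the screen-wide mean activation plus 3 SD, cut at about 130% in these data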;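 note: raw ratio to IFN-gamma control signal so 100% means no change and 0% no light; values of inactives mirror those of a sister screen read the other way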
FLuc inh counter = counter-screen for luciferase assay inhibitors: firefly luciferase inhibition; inhibition, % at 10 µM; 1.5% of 200,000 active; P08659; ATPLite firefly luciferase biochemical luminescence, 10 min;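 active = inhibition above about 50% when tested at 10 µM, limit read from the data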
Target sequence (P08659 whole entry, looked up): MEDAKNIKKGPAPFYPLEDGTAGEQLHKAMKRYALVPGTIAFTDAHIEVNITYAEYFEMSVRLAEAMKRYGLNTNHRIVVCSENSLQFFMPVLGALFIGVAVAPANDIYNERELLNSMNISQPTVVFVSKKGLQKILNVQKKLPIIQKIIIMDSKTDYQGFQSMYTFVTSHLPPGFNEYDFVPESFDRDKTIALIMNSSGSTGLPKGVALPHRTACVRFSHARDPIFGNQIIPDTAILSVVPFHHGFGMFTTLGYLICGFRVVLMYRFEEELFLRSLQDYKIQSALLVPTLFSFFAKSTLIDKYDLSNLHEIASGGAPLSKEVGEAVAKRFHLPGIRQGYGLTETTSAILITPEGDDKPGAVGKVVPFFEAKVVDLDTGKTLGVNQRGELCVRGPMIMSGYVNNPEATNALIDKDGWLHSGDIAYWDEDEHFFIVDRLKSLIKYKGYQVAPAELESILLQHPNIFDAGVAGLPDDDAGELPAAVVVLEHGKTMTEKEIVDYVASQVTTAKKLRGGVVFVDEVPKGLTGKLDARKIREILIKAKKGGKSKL
Hsp70 activator = Hsp70 transcriptional activation, primary screen; activation, % at 10 µM; HeLa Hsp70 promoter luciferase reporter, luminescence; scaled: vehicle 0, proteasome-inhibitor control 100%; 0.04% of 200,000 active; AID 1203;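 active = activation above the mean across all tested compounds plus 3 SD, cutoff set per campaign, cut at about 5.5% in these data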;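 note: 100% = MG132 at 30 µM as the positive control and 0% = DMSO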
APP transl inh = APP translation inhibition; SH-SY5Y APP 5'UTR-luciferase reporter, luminescence; inhibition, % at 2 µM; 0.82% of 190,000 active; AID 1285;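 active = inhibition above a set limit, derived from the sample mean plus 3 SD, cut at about 45% in these data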; note: values of inactives mirror those of a sister screen read the other way
STAT3 activator = increases IL-6 driven STAT3 reporter signal; U3A cells, IL-6 STAT3-luciferase reporter, luminescence; 100% = signal with IL-6 EC80 alone; activation (% of control), % at 5.6 µM; 0.91% of 190,000 active; AID 871;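 active = activation above the screen-wide mean of compound activation plus 3 SD, cut at about 130% in these data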;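 note: 0% = background luminescence of wells with medium and substrate only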
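Test system: human U3A cells carrying STAT3-luciferase construct; control set: IL-6-only wells as 100% reference; timing: compound pre-incubation 1 h before IL-6, then 6 h stimulation at 37 °C; also added: IL-6 stimulus at 33 ng/mL final; evaluation: % activation versus median of IL-6-stimulated wells; detection: reporter luminescence signal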
APP 5'UTR act = APP 5'UTR luciferase reporter activation; SH-SY5Y APP 5'UTR luciferase reporter, luminescence; zero percent = DMSO vehicle wells; activation, % at 2 µM; 1% of 190,000 active; AID 1276;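 active = activation above a set limit, based on mean plus 3 SD of controls, cut at about 140% in these data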; note: values of inactives mirror those of a sister screen read the other way
STAT1 inh = reduces IFN-gamma driven STAT1 reporter signal; NIH 3T3 STAT1-luciferase reporter, luminescence; inhibition, % at 5.5 µM; 0.35% of 200,000 active; AID 920;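 active = inhibition above a set limit, the mean inhibition across all tested compounds plus 3 SD, cut at about 34% in these data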;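 note: 0% = IFN-gamma with DMSO and 100% = IFN-gamma with 300 µM nifuroxazide; values of inactives mirror those of a sister screen read the other way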
Starred values were filed as active, the others as inactive; . = no result given.

1) CC(=O)c1c[nH]c2ccc(C)cc2c1=O
2) OCCC1CN(C2CSCCSC2)CCN1Cc1ccccc1 (stereo unspecified)
3) CCOC(=O)c1nc(Nc2ccc(Nc3ccccc3)cc2)c2ccccc2n1
4) CC(C)c1ccc(/C=N/NC(=O)c2nnn(-c3nonc3N)c2CSC2=NCCS2)cc1
5) CCOC(=O)/C(C(N)=NC(C)C)=C(\O)c1ccccc1
6) COc1ccccc1N1CCN(C(=O)Cc2c(C(=O)O)[nH]c3ccc(Cl)cc23)CC1
7) CCOC(=O)c1cccc(COC(=O)c2cccc(-c3nnc(-c4ccccc4)o3)c2)c1
8) CCOc1ccccc1NC(=O)CN(C)S(=O)(=O)c1ccc(OC)c(C)c1
Compound	1	2	3	4	5	6	7	8
RAM network inh	1.9	1.6	3.2	4.7	0.1	1.6	8.9*	5.7
STAT3 blocker	12	18	35	4	6	-18	-11	-5
NF-kB neuron act	1.1	.	0.31	1.5	1.2	1.5	2	0.82
STAT1 activator	103	99	106	94	93	107	131*	101
FLuc inh counter	-2	-4	-5	-6	-8	-3	-4	-6
Hsp70 activator	-0.3	-0.1	-0.1	-0.4	-0.2	-0.4	-0.2	-0.2
APP transl inh	-24	-6	-4	10	7	-12	-66	10
STAT3 activator	94	88	75	97	98	115	106	104
APP 5'UTR act	24	6	4	-10	-7	12	66	-10
STAT1 inh	-4	-1	-9	6	8	-10	-30	-1

9) CCNC(=S)N1C2CCC1CC(NC(=O)Nc1ccc(C(=O)OCC)cc1)C2 (stereo unspecified)
10) COCCCNC(=S)N1CCN(c2nc3ccccc3s2)CC1
11) CC1(C)N([O-])C2=C(c3ccccc3C2=O)[N+](=O)C1(C)C
12) COC(=O)[C@@]1(Cc2ccc(OC)cc2)[C@H]2c3cc(C(=O)N4CCCC4)n(CCc4c[nH]c5ccc(O)cc45)c3C[C@H]2CN1C(=O)c1ccccc1
13) CCOc1ccc(C(=O)N(c2ccccn2)C2CCCCC2)cc1
14) COc1cc(C2N3CC4(C)CN2CC(C)(C3)C4)ccc1O (stereo unspecified)
15) CCOC(=O)c1cccc2c1-c1ccccc1/C2=N/O
16) CCc1ccc(NC(=O)CCN2C(=O)c3cccnc3C2=O)cc1
Compound	9	10	11	12	13	14	15	16
RAM network inh	5.5	-0.7	0.1	3.4	1.2	0.7	2.7	0.1
STAT3 blocker	-2	24	-9	-6	-1	4	14	11
NF-kB neuron act	1.1	1.2	1.2	0.77	1.3	1.4	2	1
STAT1 activator	94	97	109	103	85	98	106	103
FLuc inh counter	-6	-1	-2	-2	-6	0	-1	-2
Hsp70 activator	0.1	-0.1	-0.2	-0.2	-0.2	-0.3	-0.3	-0.1
APP transl inh	-2	-14	-3	-11	4	-6	-10	-13
STAT3 activator	107	84	109	103	100	100	90	94
APP 5'UTR act	2	14	3	11	-4	6	10	13
STAT1 inh	8	1	-5	-3	16	2	-6	-3

17) COC(=O)C1C2C=CC3(CN(C(C)c4ccc(OC)cc4)C(=O)C13)O2 (stereo unspecified)
18) CC1(C)CC=C(NNC(=O)c2cccnc2)C(=O)C1
19) CCCC(=O)Nc1ccc(Br)c(Cl)c1
20) C/C=C/c1ccc(OCCCCN2CC(C)CC(C)C2)c(OC)c1 (stereo unspecified)
21) CC(C)CNC(=O)c1ccccc1NC(=O)CN(c1ccc2c(c1)OCCO2)S(C)(=O)=O
22) O=C(CCNS(=O)(=O)c1ccc(Br)s1)N1CCN(c2ccccc2)CC1
23) CC(=O)c1ccc(NC(=O)CC23CC4CC(C2)CC(n2nnc(C)n2)(C4)C3)cc1
24) CCOc1ccc2nc3c(cc2c1)CN(CCCO)C(=NCCOC)S3
Compound	17	18	19	20	21	22	23	24
RAM network inh	0.3	1.9	-0.6	-0.1	2.8	2.4	0.8	4.5
STAT3 blocker	18	7	18	-6	6	6	26	20
NF-kB neuron act	1	1.3	1.2	1.1	0.98	1	1.1	0.99
STAT1 activator	94	105	96	97	92	103	88	112
FLuc inh counter	-3	-5	-1	1	-5	-7	-5	-4
Hsp70 activator	-0.4	-0.1	-0.4	-0.3	-0.1	-0.2	-0.2	0.1
APP transl inh	-4	4	-2	-2	-2	-8	-1	-4
STAT3 activator	89	101	87	109	98	97	84	86
APP 5'UTR act	4	-4	2	2	2	8	1	4
STAT1 inh	7	-7	4	0	9	-4	11	-13

25) O=C(Cn1ncc2c1-c1ccccc1OC2)Nc1cccc(Cl)c1
26) O=C(NC1CCN(Cc2ccccc2)CC1)c1c(F)cccc1F
27) COc1ccc(NC(=O)C2=C(C)NC(=S)NC2c2ccc(O)c(OC)c2)cc1 (stereo unspecified)
28) O=C(NCCc1ccccc1)C1CCN(S(=O)(=O)c2cccs2)CC1
29) Cc1ccc2c(C)c(C(=O)Nc3c(C)n(C)n(-c4ccccc4)c3=O)oc2c1
30) O=C(NCc1n[nH]c(=S)n1-c1ccc(Br)cc1)c1ccc(S(=O)(=O)N2CCCC2)cc1
31) O=C(NCc1ccco1)C(=O)N1CCCC1
32) Cc1nc2ncnn2c(C)c1Cc1cccc(C(F)(F)F)c1
Compound	25	26	27	28	29	30	31	32
RAM network inh	3.0	0.6	1.9	2.7	0.8	3.0	0.1	-0.1
STAT3 blocker	16	-3	8	-2	4	13	2	8
NF-kB neuron act	0.82	1.3	1.1	0.98	0.84	1.1	1.1	0.89
STAT1 activator	92	97	91	99	102	93	108	94
FLuc inh counter	-1	-8	-11	-4	-3	-7	-4	-6
Hsp70 activator	-0.1	-0.3	-0.5	-0.1	-0.2	0.0	-0.2	-0.3
APP transl inh	18	0	-11	-9	-10	-7	12	-7
STAT3 activator	94	105	96	106	102	91	103	95
APP 5'UTR act	-18	0	11	9	10	7	-12	7
STAT1 inh	9	4	7	1	-1	8	-10	6

33) COc1ccccc1C(=O)NC(C)C(c1cccs1)N1CCOCC1 (stereo unspecified)
34) CCSC(=O)NC12CC3CC(CC(C3)C1)C2
35) C=CCN1C(c2ccccc2)=CS/C1=C(/C#N)c1nnc(N2CCOCC2)n1-c1ccccc1
36) CCC1CCCCN1C(=O)c1sc2ncnc(N(CC)CC)c2c1C (stereo unspecified)
37) COc1ccc(/C=N/OCC(=O)N=Nc2c(O)[nH]c3ccc(Br)cc23)cc1
38) CCOc1ccc(C2CC(c3ccc(OC)c(OC)c3)n3nc(N)nc3N2)cc1 (stereo unspecified)
39) CSc1nc(-c2ccco2)nn1C(=O)Cc1ccccc1
40) CC(=O)Nc1ccc(NC(=O)COC(=O)c2n[nH]c3ccccc23)cc1
Compound	33	34	35	36	37	38	39	40
RAM network inh	0.0	1.7	0.7	0.5	2.1	1.1	-1.3	1.4
STAT3 blocker	-12	8	-2	2	30	4	3	17
NF-kB neuron act	0.86	1.2	0.99	0.82	1.1	0.99	1.6	1.2
STAT1 activator	106	89	108	90	104	87	103	99
FLuc inh counter	-5	-8	-3	-8	-8	-1	2	-8
Hsp70 activator	0.1	-0.1	0.0	0.4	0.3	0.4	-0.7	-0.1
APP transl inh	-13	-5	-10	-14	-8	-12	-9	15
STAT3 activator	113	92	102	100	81	96	99	90
APP 5'UTR act	13	5	10	14	8	12	9	-15
STAT1 inh	-6	12	-9	11	-5	12	-4	-1

6 of the compounds above, with two lines to a compound.
The line under a structure holds: RAM network inh	STAT3 blocker	NF-kB neuron act	STAT1 activator	FLuc inh counter	Hsp70 activator	APP transl inh	STAT3 activator	APP 5'UTR act	STAT1 inh
33. COc1ccccc1C(=O)NC(C)C(c1cccs1)N1CCOCC1 (stereo unspecified)
 : 0.0	-12	0.86	106	-5	0.1	-13	113	13	-6
34. CCSC(=O)NC12CC3CC(CC(C3)C1)C2
 : 1.7	8	1.2	89	-8	-0.1	-5	92	5	12
39. CSc1nc(-c2ccco2)nn1C(=O)Cc1ccccc1
 : -1.3	3	1.6	103	2	-0.7	-9	99	9	-4
40. CC(=O)Nc1ccc(NC(=O)COC(=O)c2n[nH]c3ccccc23)cc1
 : 1.4	17	1.2	99	-8	-0.1	15	90	-15	-1
37. COc1ccc(/C=N/OCC(=O)N=Nc2c(O)[nH]c3ccc(Br)cc23)cc1
 : 2.1	30	1.1	104	-8	0.3	-8	81	8	-5
36. CCC1CCCCN1C(=O)c1sc2ncnc(N(CC)CC)c2c1C (stereo unspecified)
 : 0.5	2	0.82	90	-8	0.4	-14	100	14	11

Further results follow:
41) COc1cc(/C=N/Nc2nc3ccccc3[nH]c2=O)ccc1O
42) COc1cccc2sc(N(CCCN(C)C)C(=O)COc3ccc(Cl)cc3)nc12
43) Cc1cc(NC(=O)CCC(=O)N(Cc2ccco2)C(C(=O)NC2CCCCC2)c2ccccc2)no1 (stereo unspecified)
44) CCc1nnc(NS(=O)(=O)c2ccc(N/C=C\C(=O)c3ccc(C)cc3)cc2)s1
45) CC(C)(C)OC(=O)N1CCC[C@H]1c1nnc(SC/C=C/c2ccccc2)o1
46) N#Cc1c2n(c3c(=O)n(CC(=O)c4ccc([N+](=O)[O-])cc4)cnc13)CCCCC2
47) O=C(Nc1ccc2oc(=O)ccc2c1)c1cccnc1
48) CCOP(=O)(OCC)c1nc(-c2cccc3ccccc23)oc1NCc1ccc(OC)cc1
Compound	41	42	43	44	45	46	47	48
RAM network inh	0.7	-1.4	3.4	2.7	1.7	5.1	1.9	13*
STAT3 blocker	13	0	-2	9	-7	10	11	-3
NF-kB neuron act	1	1.2	1.1	1.2	0.79	1.1	0.94	0.67
STAT1 activator	111	94	95	102	104	101	105	101
FLuc inh counter	50*	-1	-10	2	-1	-8	-3	-2
Hsp70 activator	0.0	-0.1	-0.3	-0.1	-0.5	0.1	-0.1	-0.2
APP transl inh	-14	7	1	-14	-4	-5	8	-27
STAT3 activator	94	102	103	100	111	99	94	103
APP 5'UTR act	15	-7	-1	14	4	5	-8	27
STAT1 inh	-13	6	7	-8	-4	-1	-5	-3

Retrieved one by one from the entries so far (3):
28) O=C(NCCc1ccccc1)C1CCN(S(=O)(=O)c2cccs2)CC1
20) C/C=C/c1ccc(OCCCCN2CC(C)CC(C)C2)c(OC)c1 (stereo unspecified)
3) CCOC(=O)c1nc(Nc2ccc(Nc3ccccc3)cc2)c2ccccc2n1
Compound	28	20	3
RAM network inh	2.7	-0.1	3.2
STAT3 blocker	-2	-6	35
NF-kB neuron act	0.98	1.1	0.31
STAT1 activator	99	97	106
FLuc inh counter	-4	1	-5
Hsp70 activator	-0.1	-0.3	-0.1
APP transl inh	-9	-2	-4
STAT3 activator	106	109	75
APP 5'UTR act	9	2	4
STAT1 inh	1	0	-9

Going on with the list.
49) COc1ccc(OC)c(NC(=O)CSc2nc(N)c(-c3ccccc3)c(=O)[nH]2)c1
50) CCOC(=O)N1CCN(S(=O)(=O)c2ccc(C(=O)Nc3nnc(CSC)o3)cc2)CC1
51) O=C(c1ccc(F)cc1)N1C2CCC1CC(O)(c1ccc(F)cc1)C2 (stereo unspecified)
52) COc1cc2oc(=O)cc(C)c2c(OC)c1OC
Compound	49	50	51	52
RAM network inh	3.1	1.6	1.2	1.6
STAT3 blocker	-1	6	-7	26
NF-kB neuron act	1.1	1.2	0.98	1.4
STAT1 activator	88	100	101	91
FLuc inh counter	2	-5	-4	-8
Hsp70 activator	0.3	-0.2	0.1	-0.2
APP transl inh	-62	3	4	9
STAT3 activator	104	97	110	80
APP 5'UTR act	62	-3	-4	-9
STAT1 inh	10	0	-1	10
